B2AR arrestin = agonists driving beta-arrestin recruitment to human beta2-adrenergic receptor | 330,000 compounds, 0.02% hits | beta-arrestin recruitment to beta2AR, cell-based reporter | Potency, µM (top dose mostly 46.1 µM), for inactives: at the highest dose activation, most hits filed as activators | P07550;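 also: potency is read from the fitted curve at half-maximal effect; 0% = DMSO controls and full agonism = EC100 isoproterenol or metaproterenol; nearly all actives have a fitted effect of over 65% in size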
Target sequence (P07550 whole entry, looked up): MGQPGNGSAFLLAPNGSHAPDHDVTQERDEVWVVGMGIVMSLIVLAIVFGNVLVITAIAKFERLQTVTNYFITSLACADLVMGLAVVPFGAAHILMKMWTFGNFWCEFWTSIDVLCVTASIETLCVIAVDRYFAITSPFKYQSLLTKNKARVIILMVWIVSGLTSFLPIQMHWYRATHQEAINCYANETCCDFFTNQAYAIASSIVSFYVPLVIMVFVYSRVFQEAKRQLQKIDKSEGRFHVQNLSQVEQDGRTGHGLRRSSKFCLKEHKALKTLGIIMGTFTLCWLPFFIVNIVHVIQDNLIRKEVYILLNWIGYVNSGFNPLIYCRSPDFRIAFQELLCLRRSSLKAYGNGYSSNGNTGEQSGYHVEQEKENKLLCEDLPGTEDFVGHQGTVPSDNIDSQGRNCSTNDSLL
TRPV1 agonist = agonists of human vanilloid receptor 1 (TRPV1). Q8NER1. TRPV1-expressing cells, Fluo-8 calcium influx, agonist mode. activation, % at 8.33 µM. 320,000 compounds, 0.19% hits. AID 540275; in the data active = activation above about 80%; inconclusive = between about 30% and that limit; also: 0% is about no effect
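TRPV1-expressing cells were cultured overnight at 35.5C and loaded with Fluo-8 calcium dye for 40 to 90 min at room temperature. After a 10 s baseline, compound was added and calcium influx was read kinetically for 3 min (ex 480/em 520 nm).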
PKM2 act = activators of human pyruvate kinase M2; Potency, µM (doses to about 57.5 µM), for inactives: at the top dose activation, usual class: activators; AID 1631; 260,000 compounds, 0.34% hits; purified PKM2, Kinase-Glo ATP luminescence, activation; response scale: 0% is enzyme alone, no compound; also: potency is read from the fitted curve at half-maximal effect; % is scaled to controls: 0 for no effect and ±100 for the full control effect; nearly all actives have a fitted effect of over 55% in size
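ATP formation by purified human PK-M2, quantified via coupled luciferase luminescence after 1 h at room temperature with 0.1 mM ADP and 0.5 mM PEP final.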
Giardia kill = Giardia lamblia killing. Giardia lamblia trophozoite viability. activity change, % at 7.66 µM, hits read low. 340,000 compounds, 0.15% hits; in the data active = activity change below about -80%; inconclusive = between about -30% and that limit;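 also: parasites exposed to compound for two days anaerobically before the ATP read; % is scaled to controls: 0 for no effect and ±100 for the full control effect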
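Killing of trophozoites was scored by loss of ATP luminescence after a 48 hrs anaerobic exposure to compounds at 37 deg C, using 100 cells per well.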
FBPA coupling cs = coupling enzyme interference in Giardia aldolase counter-screen. coupling enzyme system counterscreen, AmpLite Red fluorescence. activity change, negative = inhibition, % at 58.2 µM, hits read low. 290,000 compounds, 0.67% hits. AID 2472; in the data active = activity change below about -30%; also: % is scaled to controls: 0 for no effect and ±100 for the full control effect
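Counterscreen of the coupled detection system alone, without aldolase: glyceraldehyde-3-phosphate coupling enzymes plus AmpLite Red readout. Compounds at 57.5 uM final, 10 min RT preincubation, 20 min RT reaction, fluorescence 525/598 nm.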
KCNH2 3.1 inh = KCNH2 3.1 (human) potassium channel inhibition. U2OS KCNH2 3.1, thallium flux FluxOr; stronger effect = lower value. 340,000 compounds, 0.95% hits. activity change, % (tested at about 1.8 µM);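 active = maximum activity change below -70%; inconclusive = maximum activity change from -70% to -50%; inactive = maximum activity change above -50%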;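 also: thallium influx rate constant from kinetic fluorescence after stimulation buffer; % is scaled to controls: 0 for no effect and ±100 for the full control effect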
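Channel expression came from 3.1 mutant virus (1.77 x 10^8 /mL) applied to suspended U2OS cells for 4 h. Flux was tracked with FluxOr dye plus Red40 quencher, and kinetic rate constants normalized to controls.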
Menin MLL FP TR = menin-MLL binding inhibition, Texas Red mutant peptide; O00255; Menin + Texas Red MLL mutant peptide, fluorescence polarization; Potency, µM (highest dose often 61.6 µM), inactives show at the top dose FP activity change, negative = inhibition, most hits filed as inhibitors; 270,000 compounds, 0.23% hits; AID 1768; active = well fitted inhibition curve with a large enough effect in the polarisation, with a control signal flat, not every such curve was filed as active; inconclusive = small, poorly fitted or top-dose-only effect, or effect the other way, or a change in a side signal; inactive = no such curve, though single readings can be large or run the other way; the % refers to the polarisation; also: potency is read from the fitted curve at half-maximal effect; % of control where 0% means no effect; many of its hits are not listed in these tables
USP2a block = inhibitors of human ubiquitin-specific protease USP2a; O75604; USP2 core, Ub-CHOP2 coupled fluorogenic reporter, 485/531; Potency, µM (top dose mostly 38.3 µM), inactives show at the top dose activity change, negative = inhibition, most hits filed as inhibitors; 330,000 compounds, 0.01% hits; AID 463254;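 also: potency is read from the fitted curve at half-maximal effect; plate controls were DMSO wells for no effect and full inhibition by NEM control for full effect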
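USP2 core (10nM final) preincubated 30min RT with compound in 20mM Tris-HCl pH 8.0, 2mM CaCl2, 2mM beta-mercaptoethanol, 0.05% CHAPS; 25nM Ub-CHOP2 plus 25nM reporter substrate added, fluorescence (Ex485/Em531) read after 60min.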
KCNH2 WT inh = inhibitors of human wildtype KCNH2 potassium channel; Q12809; U2OS, BacMam KCNH2, thallium flux FluxOr; stronger effect = lower value; activity change, % at 1.84 µM; 340,000 compounds, 0.37% hits; AID 720551;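 active = maximum activity change below -70%; inconclusive = maximum activity change between -70% and -50%; inactive = maximum activity change above -50%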; also: % is scaled to controls: 0 for no effect and ±100 for the full control effect
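U2OS cells transduced with wild-type KCNH2 virus are loaded with FluxOr dye for 45 min, and thallium flux is measured in kinetic reads before and after stimulation buffer. Rate constants are normalized to DMSO controls.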
GALK inh = blocks human galactokinase activity; Purified GALK, Kinase-Glo residual ATP luminescence; Potency, µM (titrated, usually from 57.5 µM), without a hit: at the top dose activity change, negative = inhibition, actives largely listed as inhibitors; 270,000 compounds, 0.007% hits; AID 1868; also: potency is read from the fitted curve at half-maximal effect; % is scaled to controls: 0 for no effect and ±100 for the full control effect
Target sequence (P51570 whole entry, looked up): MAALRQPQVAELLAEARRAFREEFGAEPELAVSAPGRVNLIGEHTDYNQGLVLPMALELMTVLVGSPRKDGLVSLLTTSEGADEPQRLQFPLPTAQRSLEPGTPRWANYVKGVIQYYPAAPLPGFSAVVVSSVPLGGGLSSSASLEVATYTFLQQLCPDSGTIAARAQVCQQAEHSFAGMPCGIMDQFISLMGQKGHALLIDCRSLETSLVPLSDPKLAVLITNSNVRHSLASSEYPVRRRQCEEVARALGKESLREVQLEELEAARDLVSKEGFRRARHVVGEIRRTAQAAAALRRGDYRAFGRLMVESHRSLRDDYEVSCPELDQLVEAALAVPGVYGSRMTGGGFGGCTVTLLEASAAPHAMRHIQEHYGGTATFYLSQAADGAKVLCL
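Kinase-Glo Plus luminescence measured ATP left after a 1 h room-temperature reaction. The reaction used 5 nM GALK, 100 uM galactose and 35 uM ATP at pH 8.0 (20 mM HEPES, 5 mM MgCl2, 60 mM NaCl, 1 mM DTT, 0.01% BSA).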
CXXC DNA block = blocks binding of human MLL CXXC domain to DNA; MLL-CXXC / FITC-HOXA9 DNA fluorescence polarization; Potency, µM (highest dose often 115 µM), without a hit: at the highest dose activity change, negative = inhibition, actives largely listed as inhibitors; 290,000 compounds, 0.037% hits; AID 2662; active = well fitted inhibition curve with a large enough effect in the polarisation, with a control signal flat, not every such curve was filed as active; inconclusive = small, poorly fitted or top-dose-only effect, or effect the other way, or a change in a side signal; inactive = no such curve, though single readings can be large or run the other way; the % refers to the polarisation; also: potency is read from the fitted curve at half-maximal effect
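Fluorescence polarization: 7 uM MLL-CXXC (stock) preincubated 5 min with compounds, then 50 nM fluorescein-HOX-A9 DNA (stock) added; 30 min ambient. Buffer 50 mM Tris-HCl pH 7.5, 50 mM NaCl, 1 mM DTT, 0.05% BSA.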
* hit, by the source's call; i = inactive; ? = inconclusive; / = not tested or not shown; [ ] = remark or other dose. Unless noted, calls follow the shape of the dose curve; as a rule, active = well fitted curve in the direction sought with a large enough effect; inconclusive = small, poorly fitted or top-dose-only effect, or another doubt; inactive = no such curve, though single readings can be large; an effect the other way counts as inactive or inconclusive.

SMILES	B2AR arrestin	TRPV1 agonist	PKM2 act	Giardia kill	FBPA coupling cs	KCNH2 3.1 inh	Menin MLL FP TR	USP2a block	KCNH2 WT inh	GALK inh	CXXC DNA block
COc1ccccc1OCc1ccc(C(=O)NN)o1	0.1%	10	4%	0	4	2	/	9%	1	-1%	1%
COc1ccc(C2=Nc3ccc(C)cc3C(c3ccccc3)N2CC(=O)NN)cc1 (stereo not given)	2.9%	2	3%	1	5	-190*	?	3%	-16	4%	6%
Cn1nnnc1SCC(=O)N1CCN(c2cccc(Cl)c2)CC1	-2.2%	17	-6%	1	6	6	10%	2%	1	2%	10%
Cc1ccc(C(=O)CN(CCCC(N)=O)C(=O)c2ccncc2)cc1	-0.4%	-2	/	4	/	3	/	1%	10	/	/
CCCN(Cc1nnc(-c2cccs2)o1)C(=O)CN1C(=O)NC2(CCCCC2C)C1=O (stereo not given)	-1.4%	-1	/	0	/	6	/	1%	-3	/	/
C=C(C)Cn1c(CCNC(=O)CCC)nc2ccccc21	-0.1%	0	-2%	17	4	6	18%	0%	-22	0%	-6%
CN(Cc1ccccc1F)C(=O)c1sccc1-c1ccccc1	0.2%	2	3%	-4	/	-10	/	2%	-1	-4%	-3%
COc1ccc(CNC(=O)C2CCN(S(=O)(=O)N3CCC4(CC3)OCCO4)CC2)c(OC)c1	3.0%	0	-6%	4	0	-4	-2%	1%	2	/	-5%
CC1(C)CC(NS(=O)(=O)c2ccc(F)cc2)CC(C)(C)N1	-0.7%	-5	-1%	35[activator]	-1	15	-20%	0%	9	2%	-7%
CC1(C)Cc2c(cnn2-c2ccccc2)C(NC(=O)c2ccc[n+]([O-])c2)C1 (stereo not given)	-0.3%	-1	-11%	9	/	13	/	2%	18	-5%	25%
CC[C@@H](C)C(NC(=O)OC(C)(C)C)c1cn([C@@H](CCCCNC(=O)OC(C)(C)C)C(=O)N2CCN(C(=O)OC(C)(C)C)CC2)nn1 (stereo not given in full)	-0.2%	-5	0%	-9	2	-5	?	1%	-291*	-1%	-3%
O=C(c1ccccc1)N1CCN(Cc2ccccc2Br)CC1	-0.1%	0	3%	13	1	4	-14%	1%	-1	1%	2%
Cc1ccc(N(CCC(=O)NC(C)(C)C)S(=O)(=O)c2ccc(C)cc2)cc1	0.1%	16	-1%	-6	1	6	-6%	-2%	-5	1%	-2%
CCOC(=O)c1c(NC(=O)CCl)sc(C(=O)N(CC)CC)c1C	-0.5%	-3	2%	-10	7	18	-4%	2%	2	-1%	-18%
CCCCn1c(SCC(=O)OCC)nc2c(sc(=S)n2-c2ccccc2OC)c1=O	4.8%	4	/	18	4	5	28%	-2%	5	2%	-2%
Clc1ccc(Nc2ncnc3c2nnn3Cc2ccccc2)cc1	-0.4%	12	-8%	-3	0	-9	/	-1%	-6	6%	8%
COc1ccc2c(c1)C(=O)N(c1ccc(C)cc1C)C(=O)C2(C)C	0.2%	0	3%	15	-1	-2	?	1%	-5	-2%	31%[activator]
C[C@H]1CN=C(Nc2ccccc2)N1CCCC1CCCC1	-0.1%	0	-2%	11	2	?	-6%	0%	37	/	10%
CC(NC(=O)Nc1nnc(C(F)(F)F)s1)N1C(=O)C2C3C=CC(C3)C2C1=O (stereo not given)	0.0%	1	-13%	-22	-2	13	0%	0%	-11	-6%	6%
Cn1nnnc1Sc1ccc([N+](=O)[O-])cc1Cl	0.3%	2	-7%	-16	1	1	-2%	2%	-10	7%	-7%
CN1CCN(C(=O)/C=C/c2ccc3c(c2)OCO3)CC1	2.7%	-2	0%	?	-9	18	-21%	-3%	0	2%	3%
CC1(C(=O)O)CCC(C(=O)N2CCCCC2)C1(C)C (stereo not given)	-0.7%	-4	-2%	8	4	-2	12%	3%	-9	0%	-9%
COCCNC(=S)NNc1cccc(C(=O)O)c1	-0.1%	2	-3%	33[activator]	3	10	0%	1%	-2	7%	2%
CC1CCCCN1C(=O)CCn1c(=S)oc2ccccc21 (stereo not given)	-0.4%	/	-4%	10	5	-32	/	0%	0	8%	1%
COc1ccccc1NC(=O)C(=O)NCC1CCCN1S(=O)(=O)c1cccs1 (stereo not given)	0.3%	-1	/	17	/	4	/	4%	-2	/	/
Continuation:
SMILES	B2AR arrestin	TRPV1 agonist	PKM2 act	Giardia kill	FBPA coupling cs	KCNH2 3.1 inh	Menin MLL FP TR	USP2a block	KCNH2 WT inh	GALK inh	CXXC DNA block
O=C(Cc1ccccc1)Nc1cccc(C(=O)N/N=C/c2ccco2)c1	0.0%	-2	-8%	-3	4	6	20%	1%	0	3%	13%
CCc1ccccc1-n1nnc(-c2ccccc2)n1	-0.8%	0	/	-1	-12	4	-11%	0%	-4	/	-1%
CCc1ccc(NC(=O)CSc2nc(=O)n(CCN(C)C)c3c2CCCC3)cc1	3.1%	2	/	9	/	0	/	1%	10	/	/
CCOC(=O)Cn1c(=O)oc2cc(S(=O)(=O)N3CCCC(C)C3)ccc21 (stereo not given)	0.1%	22	/	17	/	13	/	3%	-1	-5%	79%[activator]
COc1ccc(-c2noc(CN3CCN(c4ccccc4)CC3)n2)cc1	-1.6%	/	2%	-20	-1	6	-1%[11.7 µM]	1%	1	3%	9%
COc1cc(/C=C/C(=O)OCC(=O)Nc2cccc(Oc3ccccc3)c2)ccc1O	-2.2%	-5	1%	6	-4	-29	?	-12%	-7	-4%	-15%
CC(=O)c1cccc(NC(=O)CC2Oc3ccc(C)cc3NC2=O)c1 (stereo not given)	-0.4%	1	4%	14	0	?	3%	-1%	20	2%	0%
Cc1cc(C)cc(Oc2coc3cc(O)ccc3c2=O)c1	-0.4%	-3	5%	9	4	11	-20%	0%	19	-10%	-5%
C=CC(=O)Nc1cccc(Oc2cc(Cl)nc3[nH]ccc23)c1	2.4%	/	/	1	/	1	/	-2%	-23	/	/
CC(C)CNC(=O)COC(=O)c1cc(S(=O)(=O)N2CCCCC2)ccc1N1CCOCC1	0.6%	-1	-16%	-15	-3	1	-14%	-12%	21	1%	-3%
Cn1c(CNC(=O)CNS(=O)(=O)c2ccc(F)cc2F)cc(=O)n(C)c1=O	0.4%	4	/	-10	-1	-8	3%	4%	?	2%	8%
COC(=O)c1[nH]c2ccc(C)cc2c1NC(=O)CN1CCc2cc(OC)c(OC)cc2C1	-0.1%	13	4%	-10	-1	-2	6%	6%	2	4%	13%
Fc1ccc(-c2nnc(CN3CCN(c4ncc(C(F)(F)F)cc4Cl)CC3)o2)cc1	-0.5%	0	0%	-6	-1	5	-21%	-1%	6	-2%	-1%
Cc1c(C(=O)N2CCOCC2)[nH]c2c1C(=O)CC(c1ccccc1Cl)C2 (stereo not given)	0.0%	0	16µM*	5	6	3	16%	-5%	11	-3%	8%
CCCOC1CCCN(C(=O)c2cc(COc3ccc(-n4cncn4)cc3)on2)C1 (stereo not given)	-0.5%	?	/	-16	3	-3	-14%	1%	0	0%	-2%
COc1cccc(OCc2cc(C(=O)N3CCNC(=O)C3Cc3ccccc3)no2)c1 (stereo not given)	-0.3%	4	/	-19	7	25	-1%	1%	-1	1%	-8%
O=C1C=C(/C=C/c2ccccc2)C[C@@H](c2ccc(F)cc2)C1	-0.9%	?	/	-4	/	-10	/	0%	-14	/	/
O=C(Nc1c2c(nn1-c1ccccc1)CS(=O)C2)c1ccc(S(=O)(=O)N2CCOCC2)cc1 (stereo not given)	0.3%	-3	-7%	1	1	6	2%	-1%	-17	7%	-1%
CCNC(=O)n1cc(-n2cncn2)c(-c2ccc(Cl)cc2)n1	-0.2%	-1	3%	5	1	-1	0%	-1%	i	-2%	9%
COc1ccc(C)cc1NC(=O)c1cc(-c2ccccc2)nc2c1cnn2C(C)C	0.4%	8	/	10	/	10	/	1%	4	/	/
Cc1nc2ccccc2n1CCc1nc2c3ccccc3nc(=S)n2[nH]1	0.2%	-6	13%	-2	-13	-4	-3%	-1%	2	1%	-11%
CC(=O)c1ccc(CCCCCCCCCC(=O)O)s1	-3.9%	-2	-2%	4	12	-1	-3%	0%	9	-1%	-11%

Two consecutive compounds from above, quoted:
SMILES	B2AR arrestin	TRPV1 agonist	PKM2 act	Giardia kill	FBPA coupling cs	KCNH2 3.1 inh	Menin MLL FP TR	USP2a block	KCNH2 WT inh	GALK inh	CXXC DNA block
O=C(Cc1ccccc1)Nc1cccc(C(=O)N/N=C/c2ccco2)c1	0.0%	-2	-8%	-3	4	6	20%	1%	0	3%	13%
CCc1ccccc1-n1nnc(-c2ccccc2)n1	-0.8%	0	/	-1	-12	4	-11%	0%	-4	/	-1%

Screening data (PubChem BioAssay)

A portion of the library; the hit share may differ from the screen's.
